GLA spleen mod = qHTS Assay for Inhibitors and Activators of Human alpha-Galactosidase From Spleen Homogenate | Alpha-galactosidase A (Homo sapiens), P06280 | human spleen homogenate, 4MU-alpha-Gal fluorescence, 40 min | Potency, µM (doses to about 80 µM), without a hit: top-dose activity change, negative = inhibition, most hits filed as inhibitors | actives 0.008% (n = 240,000);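 note: 0% = enzyme with vehicle and -100% = no enzyme basal signal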
Target sequence (P06280 32-429 limits assumed): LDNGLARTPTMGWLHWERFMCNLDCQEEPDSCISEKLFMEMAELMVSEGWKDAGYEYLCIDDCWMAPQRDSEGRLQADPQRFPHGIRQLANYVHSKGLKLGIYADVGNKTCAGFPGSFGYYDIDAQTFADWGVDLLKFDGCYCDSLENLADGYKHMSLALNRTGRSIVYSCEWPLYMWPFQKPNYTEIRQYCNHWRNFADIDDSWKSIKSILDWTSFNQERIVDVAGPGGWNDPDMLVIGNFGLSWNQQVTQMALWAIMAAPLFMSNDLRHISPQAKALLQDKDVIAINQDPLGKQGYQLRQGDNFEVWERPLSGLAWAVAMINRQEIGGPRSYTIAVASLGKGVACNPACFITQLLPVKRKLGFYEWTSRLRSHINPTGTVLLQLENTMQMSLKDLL
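Fluorogenic readout (Ex 365/Em 440 nm) of 4-methylumbelliferone released from 1 mM 4-MU-alpha-galactoside by spleen homogenate, 40 min at 37C, pH 5.0. Data normalized to no-enzyme and enzyme controls; Hill-equation AC50 from compound titrations.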
GAA glycogen mod = qHTS Assay for Inhibitors and Activators of Human alpha-Glucosidase Cleavage of Glycogen. Lysosomal alpha-glucosidase (Homo sapiens), P10253. actives 0.38% (n = 300,000). recombinant GAA, glycogen substrate, Amplex Red glucose oxidase fluorescence. Potency, µM (highest dose often 76.4 µM), without a hit: at the highest dose activity change, negative = inhibition, actives largely listed as inhibitors;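 note: 0% = full enzyme reaction and -100% = no-enzyme basal signal; the screen sought inhibitors and activators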
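Recombinant enzyme (4 nM final) with compounds titrated up to 77 uM and bovine liver glycogen (30 ug) in citrate pH 5.0, 0.01% Tween-20, 37 C 40 min. Released glucose detected by Amplex Red/glucose oxidase (Ex 573/Em 610); AC50 from Hill fits.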
aGlu spleen mod = qHTS Assay for Inhibitors and Activators of Human alpha-Glucosidase From Spleen Homogenate; Lysosomal alpha-glucosidase (Homo sapiens), P10253; human spleen homogenate, 4-MU-alpha-glucoside fluorescence; Potency, µM (series often up to 79.9 µM), inactives show top-dose activity change, negative = inhibition, usual class: inhibitors; actives 0.006% (n = 240,000); AID 2112, 2009;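 note: 0% = enzyme with vehicle and -100% = no enzyme basal signal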
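AC50 values come from Hill-equation fits of concentration-response data, normalized to no-enzyme and full-activity controls. Enzyme source: 1 ug human spleen homogenate; 1 mM fluorogenic 4-MU glucoside, pH 5.0 citrate buffer, 37 C, 40 min.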
HTT ATP protect = qHTS Multiplex Assay to Identify Dual Action Probes in a Cell Model of Huntington: Cytoprotection (ATP); PC12 HTT-Q103 induced, cytoprotection, ATP luminescence, 40 h; Potency, µM (series often up to 56.4 µM), inactives show cytoprotection (ATP increase), actives largely listed as activators; actives 0.14% (n = 230,000); AID 1471, 2008;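 note: % of control where 0% means no effect; nearly all actives have a fitted effect of over 45% in size; toxic huntingtin expression switched on by the ecdysone agonist tebufenozide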
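Cells were plated at 1500 per well in phenol red-free DMEM with 5% equine and 5% calf serum. Tebufenozide (100 nM final) and compounds were added, then ATPlite reagent, and luminescence was read.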
Tau fluor counter = Counterscreen qHTS for Inhibitors of Tau Fibril Formation, Fluorescence Polarization; Potency, µM (highest dose often 57.7 µM), inactives show at the highest dose activity change, negative = decrease; actives 0.93% (n = 280,000); tau K18 P301L Alexa594 fluorescence, heparin fibrillization; note: % is set by controls: 0 for no effect and ±100 for the full control effect; nearly all actives have a fitted effect of over 55% in size
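Human K18 P301L tau (15 uM unlabeled plus 0.24 uM Alexa 594-labeled, final) in 100 mM sodium acetate pH 7 was mixed with compound and 20 uM heparin and incubated 6 hr at 37 C.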
GAA inh = qHTS Assay for Inhibitors of Human alpha-Glucosidase as a Potential Chaperone Treatment of Pompe Disease; actives 0.005% (n = 200,000); Potency, µM (doses to about 76.9 µM), for inactives: top-dose activity change, negative = inhibition, usual class: inhibitors; AID 1466, 2008; purified human GAA, 4-MU-alpha-glucoside fluorescence; Lysosomal alpha-glucosidase (Homo sapiens), P10253;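 note: plate controls were uninhibited enzyme wells for no effect and no-enzyme background for full effect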
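Compounds are titrated up to 77 uM against 4 nM human enzyme. Substrate 4-methylumbelliferyl-alpha-D-pyranoside (400 uM) reacts 20 min at room temperature in pH 5.0 buffer; liberated 4-methylumbelliferone is read at 440 nm.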
Tau ThT inhib = qHTS for Inhibitors of Tau Fibril Formation, Thioflavin T Binding. Microtubule-associated protein tau (Homo sapiens), P10636. recombinant tau K18 P301L (four-repeat tau fragment), heparin-induced fibrillization, ThT fluorescence. Potency, µM (top dose mostly 57.4 µM), for inactives: top-dose activity, negative = inhibition, usual class: inhibitors. actives 2.1% (n = 270,000). AID 1460, 2008; note: % is set by controls: 0 for no effect and ±100 for the full control effect; nearly all actives have a fitted effect of over 55% in size
Target sequence (P10636 561-689 P618L limits assumed): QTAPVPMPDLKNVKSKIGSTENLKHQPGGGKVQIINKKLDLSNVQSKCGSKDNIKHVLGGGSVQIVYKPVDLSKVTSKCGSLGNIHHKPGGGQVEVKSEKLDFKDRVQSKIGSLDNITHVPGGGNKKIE
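Tau K18 P301L fragment (15 uM unlabeled plus 0.24 uM Alexa 594-labeled) in 100 mM sodium acetate pH 7 with compound, fibrillization induced by 20 uM heparin for 6 hr at 37 C. Thioflavin T (30 uM) added, fluorescence read after 1 hr (ex 450, em 510 nm).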
Tau fibril FP = qHTS for Inhibitors of Tau Fibril Formation, Fluorescence Polarization; Microtubule-associated protein tau (Homo sapiens), P10636; K18 P301L tau heparin fibrillization, Alexa594 FP, 6 h; Potency, µM (top dose mostly 57.7 µM), inactives show at the highest dose activity, negative = inhibition, actives largely listed as inhibitors; actives 0.39% (n = 280,000); note: % is set by controls: 0 for no effect and ±100 for the full control effect; nearly all actives have a fitted effect of over 55% in size
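K18 P301L tau (15 uM unlabeled/0.24 uM Alexa 594-labeled, final) + compound + heparin 20 uM final; 100 mM NaOAc pH 7; 6 hr 37 C; ThT 30 uM final added, 1 hr RT; FP ex 555/em 632 nm.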
Numbers without * were called inactive; [ ] = remark or other dose. Calls come from the whole dose curve; as a rule, active = well fitted curve in the direction sought with a large enough effect; inconclusive = small, poorly fitted or top-dose-only effect, or another doubt; inactive = no such curve, though single readings can be large; an effect the other way counts as inactive or inconclusive. Potency is the fitted concentration of half-maximal effect. Compounds were not picked by outcome; overall some 3.3% were active at least once.

Cn1c(NCC(O)c2ccccc2)nc2c1c(=O)n(Cc1ccc(Cl)cc1)c(=O)n2C (stereo not drawn) was read as GLA spleen mod -2%, GAA glycogen mod -5%, aGlu spleen mod 0%, HTT ATP protect 11%[10 µM], Tau fluor counter inconclusive, GAA inh -1%, Tau ThT inhib -6% and Tau fibril FP inconclusive.
For CCC(NS(=O)(=O)c1cn(C)nc1C)c1ccccc1 (stereo not drawn) the results were GLA spleen mod 8%, GAA glycogen mod 3%, aGlu spleen mod 1%, HTT ATP protect 2%, Tau fluor counter -3%, GAA inh 2%, Tau ThT inhib -7% and Tau fibril FP -3%.
CCCCCCCC(=O)NNC(=O)CCC(=O)O was read as GLA spleen mod -4%, GAA glycogen mod 6%, aGlu spleen mod -8%, HTT ATP protect -3%, Tau fluor counter 0%, GAA inh 2%, Tau ThT inhib -6% and Tau fibril FP -1%.
For Cc1cc(S(=O)(=O)Nc2cccc(C(=O)O)c2)c(C)c(S(=O)(=O)c2ccccc2)c1 the results were GAA glycogen mod 4%[76.3 µM], Tau fluor counter -4%, Tau ThT inhib -8% and Tau fibril FP 7%.
For Cc1ccc(N(CC(=O)O)S(C)(=O)=O)cc1Cl the results were GLA spleen mod -5%, GAA glycogen mod 0%, aGlu spleen mod -4%, HTT ATP protect 0%[0.074 µM], Tau fluor counter 1%, GAA inh -2%, Tau ThT inhib 0% and Tau fibril FP -1%.
Screening COc1ccc(/C(N)=N/OC(=O)Cc2ccccc2[N+](=O)[O-])cc1 returned GLA spleen mod 2%, GAA glycogen mod 0%, aGlu spleen mod -5%, HTT ATP protect 4%[10 µM], Tau fluor counter -28%, GAA inh -25%, Tau ThT inhib -6% and Tau fibril FP 3%.
Screening CCC(c1nnnn1C1CCCC1)N1CCN(Cc2ccccc2)CC1 (stereo not drawn) returned GLA spleen mod 0%, GAA glycogen mod -3%, aGlu spleen mod 1%, HTT ATP protect 2%[10 µM], Tau fluor counter -2%, GAA inh -10%, Tau ThT inhib -11% and Tau fibril FP -1%.
`COC(=O)C1=C(C)NC(=O)CC1c1ccc(C(=O)OC)cc1` (stereo not drawn) gave GLA spleen mod -31%, GAA glycogen mod -2%, aGlu spleen mod 0%, HTT ATP protect -18%, Tau fluor counter 0%, GAA inh -4%, Tau ThT inhib -3% and Tau fibril FP -1%.
For COc1ccc(-n2c(-c3cccc(OC)c3)nc(=S)c3c2CCCC3)cc1 the results were GLA spleen mod 6%, GAA glycogen mod -12%, aGlu spleen mod -3%, HTT ATP protect -12%, Tau fluor counter -10%, GAA inh -6%, Tau ThT inhib -14% and Tau fibril FP -3%.
Cc1ccc(OCC(=O)N/N=C/c2ccc3c(c2)OCO3)cc1C was read as GLA spleen mod -1%, GAA glycogen mod 0%, aGlu spleen mod 3%, HTT ATP protect -1%, Tau fluor counter -16%, GAA inh 1%, Tau ThT inhib inconclusive and Tau fibril FP inconclusive.
For CCn1c(=O)cc(SCC(=O)NCCN2CCN(Cc3ccccc3)CC2)c2ccccc21 the results were GLA spleen mod 12%, GAA glycogen mod 1%, aGlu spleen mod -19%, HTT ATP protect 10%[10 µM], Tau fluor counter -7%, GAA inh 8%, Tau ThT inhib -15% and Tau fibril FP 6%.
CC(=O)Nc1ccc(S(=O)(=O)N2CC3(C)CC2CC(C)(C)C3)cc1 (stereo not drawn) was read as GLA spleen mod 4%, GAA glycogen mod -18%, aGlu spleen mod -1%, Tau fluor counter -20%, GAA inh -3%, Tau ThT inhib 4% and Tau fibril FP -12%.
For CCCCOC(=O)c1cccc(NC(=O)c2cc3ccccc3o2)c1 the results were GAA glycogen mod -23%[76.3 µM], Tau fluor counter inconclusive, Tau ThT inhib -8% and Tau fibril FP inconclusive.
CCc1ccc(NC(=O)Cn2c(=O)n(CCC(C)C)c(=O)c3cccnc32)cc1 was read as GAA glycogen mod -8%[76.3 µM], Tau fluor counter -12%, Tau ThT inhib inconclusive and Tau fibril FP -18%.
`CC(=O)OC1CC[C@]2(C)C(CC(OC(C)=O)[C@]3(C)C2CC[C@@]2(C)C(c4ccoc4)OC(=O)C4O[C@]432)C1(C)C` (stereo partly drawn) gave GLA spleen mod 2%, aGlu spleen mod 4%, HTT ATP protect -33%[inhibitor], Tau fluor counter -5%, Tau ThT inhib -7% and Tau fibril FP -4%.
`CCc1nn(CC(=O)O)c(=O)c2ccccc12` gave GLA spleen mod -8%, GAA glycogen mod 8%, aGlu spleen mod -3%, HTT ATP protect -9%[10 µM], Tau fluor counter -1%, GAA inh 4%, Tau ThT inhib -5% and Tau fibril FP -2%.
For COc1ccc(Cl)cc1NC(=O)CSc1nnc(-c2ccncc2)n1CC1CCCO1 (stereo not drawn) the results were GLA spleen mod 6%, GAA glycogen mod 8%, aGlu spleen mod 1%, HTT ATP protect -35%, Tau fluor counter -2%, GAA inh inconclusive, Tau ThT inhib 1% and Tau fibril FP 3%.
CNC(=O)c1[nH]cnc1C(=O)N[C@@H](C)C(=O)OC(C)(C)C was read as GLA spleen mod -11%, GAA glycogen mod -10%, aGlu spleen mod 0%, HTT ATP protect 18%[10 µM], Tau fluor counter 5%, Tau ThT inhib 3% and Tau fibril FP -7%.
`COc1ccc(N(CN2C(=O)C3CCCCC3C2=O)C(=O)c2ccco2)cc1` (stereo not drawn) gave GLA spleen mod 4%, GAA glycogen mod -1%, aGlu spleen mod 5%, HTT ATP protect 5%[10 µM], Tau fluor counter -14%, Tau ThT inhib -9% and Tau fibril FP -11%.
`O=C(CSc1ccccc1)NCCCc1ccccc1` gave GLA spleen mod 6%, GAA glycogen mod -4%, aGlu spleen mod 3%, Tau fluor counter -2%, GAA inh -2%, Tau ThT inhib -8% and Tau fibril FP 3%.
Screening COc1ccc2c(CC(=O)OCC(=O)c3ccc(F)cc3)coc2c1 returned GLA spleen mod 2%, GAA glycogen mod 8%, aGlu spleen mod 3%, HTT ATP protect -13%[10 µM], Tau fluor counter 9%, GAA inh -24%, Tau ThT inhib 11% and Tau fibril FP 6%.
For NS(=O)(=O)c1ccc(CCNC(=S)Nc2ccc(S(N)(=O)=O)cc2)cc1 the results were GLA spleen mod 2%, GAA glycogen mod 4%, aGlu spleen mod -4%, Tau fluor counter -10%, GAA inh 4%, Tau ThT inhib 8% and Tau fibril FP inconclusive.
For COc1ccc(Nc2oc(-c3ccccc3Cl)nc2C#N)cc1 the results were GLA spleen mod 19%, GAA glycogen mod inconclusive, aGlu spleen mod -10%, HTT ATP protect -36%[10 µM] and GAA inh inconclusive.
Screening O=C(NCc1ccccn1)c1coc(=O)c(Br)c1 returned GLA spleen mod inconclusive, GAA glycogen mod 2%, aGlu spleen mod 8%, HTT ATP protect 1%[10 µM], Tau fluor counter -1%, GAA inh inconclusive, Tau ThT inhib -10% and Tau fibril FP -7%.
For COc1cccc(C(=O)OCCN(C)C(C)(C)C)c1 the results were GLA spleen mod 0%, GAA glycogen mod 2%, aGlu spleen mod -2%, HTT ATP protect -8%, Tau fluor counter -10%, GAA inh -3%, Tau ThT inhib -8% and Tau fibril FP 0%.
`COc1ccccc1-c1cc(C(=O)N2CCCCC2C)no1` (stereo not drawn) gave GAA glycogen mod -7%[76.3 µM], Tau fluor counter -15%, Tau ThT inhib -10% and Tau fibril FP -6%.
Screening CCOC(=O)C1=C(N)OC2=C(C(=O)CCC2)C1c1cccs1 (stereo not drawn) returned GLA spleen mod -2%, GAA glycogen mod -10%, aGlu spleen mod -6%, HTT ATP protect -13%, Tau fluor counter -1%, GAA inh -10%, Tau ThT inhib -8% and Tau fibril FP 4%.
`NC(=O)c1ccc(-n2nnnc2SCC(=O)c2ccc(O)c(O)c2)cc1` gave GLA spleen mod -15%, GAA glycogen mod inconclusive, aGlu spleen mod -22%, HTT ATP protect -99%[inhibitor], Tau fluor counter -12%, GAA inh 2%, Tau ThT inhib -18% and Tau fibril FP -11%.
CC(C)CCNC(=O)NC(=O)Cn1cc(C(F)(F)F)ccc1=O was read as GLA spleen mod 8%, GAA glycogen mod 6%, aGlu spleen mod -12%, HTT ATP protect 10%, Tau fluor counter -5%, GAA inh -7%, Tau ThT inhib -5% and Tau fibril FP -1%.

Three records picked at random from the list so far:
Screening CCOC(=O)C1=C(N)OC2=C(C(=O)CCC2)C1c1cccs1 (stereo not drawn) returned GLA spleen mod -2%, GAA glycogen mod -10%, aGlu spleen mod -6%, HTT ATP protect -13%, Tau fluor counter -1%, GAA inh -10%, Tau ThT inhib -8% and Tau fibril FP 4%.
For COc1ccc(Nc2oc(-c3ccccc3Cl)nc2C#N)cc1 the results were GLA spleen mod 19%, GAA glycogen mod inconclusive, aGlu spleen mod -10%, HTT ATP protect -36%[10 µM] and GAA inh inconclusive.
`COc1ccc(N(CN2C(=O)C3CCCCC3C2=O)C(=O)c2ccco2)cc1` (stereo not drawn) gave GLA spleen mod 4%, GAA glycogen mod -1%, aGlu spleen mod 5%, HTT ATP protect 5%[10 µM], Tau fluor counter -14%, Tau ThT inhib -9% and Tau fibril FP -11%.

Screening data from PubChem BioAssay.
